HepG2 tox = kills HepG2 cells in TGF-b inhibitor counter-screen | HepG2 CAGA-GFP viability, ATP luminescence, 18 h | Potency, µM (series often up to 46.1 µM), inactives show at the highest dose activity change, negative = cytotoxicity, actives largely listed as cytotoxic | 0.76% of 410,000 active | AID 588856; further: potency means the concentration at half of the fitted maximal effect; some results filed as inactive show a strong effect at the top dose
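CellTiter-Glo luminescence gave cytotoxicity after 18 hours at 37 degrees C. The cells were HepG2 CAGA-GFP in 1% FBS DMEM, stimulated with 500 pg/mL TGF-beta after compound addition. %Activity was normalised to no-cell wells (complete cell-killing) and DMSO (no toxicity), and curves were fitted and classified.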
TGFb inhibitor = blocks TGF-b signaling; HepG2 CAGA-GFP TGF-b/SMAD3 reporter, GFP fluorescence, 18 h; TGF-beta stimulated, 500 pg/mL final; Potency, µM (highest dose often 46.1 µM), without a hit: top-dose activity, negative = inhibition, most hits filed as inhibitors; 1.2% of 410,000 active; AID 588855; further: potency means the concentration at half of the fitted maximal effect; on the % scale 0 is the no-effect control and ±100 the full control effect; nearly all actives have a fitted effect of over 65% in size
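Inhibition of TGF-beta-driven CAGA-GFP reporter expression in HEPG2 cells is measured by cellular GFP fluorescence after 18 h stimulation with 500 pg/mL recombinant TGF-beta in 1% FBS medium at 37 degrees C.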
EPAC2 ag = EPAC2 (human) agonism. 0.079% of 360,000 active. Potency, µM (highest dose often 154 µM), inactives show at the top dose activation, usual class: activators. EPAC2 activation, biochemical qHTS; response scale: 100% = 6.5 mM cAMP response. AID 720711. Q8WZA2; further: potency means the concentration at half of the fitted maximal effect; nearly all actives have a fitted effect of over 50% in size
Target sequence (Q8WZA2 whole entry, looked up): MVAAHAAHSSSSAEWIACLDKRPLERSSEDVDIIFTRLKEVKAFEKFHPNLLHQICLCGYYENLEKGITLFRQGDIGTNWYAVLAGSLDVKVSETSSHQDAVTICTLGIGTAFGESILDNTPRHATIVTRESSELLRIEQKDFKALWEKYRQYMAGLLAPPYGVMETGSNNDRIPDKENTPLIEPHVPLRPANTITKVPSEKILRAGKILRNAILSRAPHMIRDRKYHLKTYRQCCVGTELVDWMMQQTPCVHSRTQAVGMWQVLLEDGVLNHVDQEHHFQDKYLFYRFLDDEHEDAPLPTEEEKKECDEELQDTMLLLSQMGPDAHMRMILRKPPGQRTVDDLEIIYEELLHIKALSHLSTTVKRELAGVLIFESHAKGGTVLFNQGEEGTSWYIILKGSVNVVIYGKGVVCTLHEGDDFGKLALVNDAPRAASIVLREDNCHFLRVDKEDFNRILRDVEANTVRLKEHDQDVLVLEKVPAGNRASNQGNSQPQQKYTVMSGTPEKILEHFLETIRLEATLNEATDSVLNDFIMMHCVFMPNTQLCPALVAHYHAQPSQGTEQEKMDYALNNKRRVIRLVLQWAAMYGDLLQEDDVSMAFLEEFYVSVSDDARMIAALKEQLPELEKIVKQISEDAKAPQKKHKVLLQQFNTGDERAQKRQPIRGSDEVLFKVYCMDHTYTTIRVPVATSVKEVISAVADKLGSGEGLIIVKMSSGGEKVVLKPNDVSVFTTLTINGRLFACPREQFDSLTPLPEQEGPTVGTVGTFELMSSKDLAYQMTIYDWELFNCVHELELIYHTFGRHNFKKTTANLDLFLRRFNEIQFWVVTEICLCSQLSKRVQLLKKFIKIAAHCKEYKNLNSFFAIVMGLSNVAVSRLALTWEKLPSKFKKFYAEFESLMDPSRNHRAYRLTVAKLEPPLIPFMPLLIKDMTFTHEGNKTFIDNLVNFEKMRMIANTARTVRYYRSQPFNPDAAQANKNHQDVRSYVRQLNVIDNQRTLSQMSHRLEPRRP
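EPAC2 (100 nM) mixed with Rap1B loaded with BODIPY-GDP (250 nM) plus 50 uM unlabeled GDP; compounds pinned in, 5 min RT, then read every 5 min for 30 min (ex 480, em 540 nm). Normalized to cAMP control.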
ATXN viability = reduces viability in counter-screen for ATXN expression inhibitors. S2 cells (HEK-293 line with an ATXN2-luciferase reporter) viability, CellTiter-Fluor protease fluorescence, 24 h. 0.49% of 400,000 active. AID 651635. Potency, µM (doses to about 56.7 µM), usual class: cytotoxic; further: potency means the concentration at half of the fitted maximal effect; nearly all actives have a fitted effect of over 40% in size
IL-2 act = IL-2 activation; IL-2 activation reporter assay, cell-based qHTS; stimulated with anti-CD3/CD4/CD28 beads; in transgenic mouse T cells; activation, % (series mostly up to about 46 µM); 0.065% of 360,000 active; AID 652025; in the data active means activation above about 50%; inconclusive means mostly about 30% to 49%; further: 0% is about no effect
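EGFP and DsRed fluorescence is measured by plate cytometry in unstimulated transgenic mouse T cells exposed to compound for 60 minutes, then stimulated 18 hours at 37 degrees C with anti-CD3/anti-CD4 beads plus anti-CD28.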
A549 viability = A549 cytotoxicity, counter-screen for Nrf2 inhibitors; A549 ARE-Fluc cells, CellTiter-Fluor viability, 18-24 h; Potency, µM (titrated, usually from 46 µM), without a hit: at the top dose activity change, negative = cytotoxicity, most hits filed as inhibitors; 0.16% of 390,000 active; further: potency means the concentration at half of the fitted maximal effect; on the % scale 0 is the no-effect control and ±100 the full control effect
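Cytotoxicity counterscreen: CellTiter-Fluor fluorescence was measured in A549 ARE_Fluc cells after 18-24 h of compound exposure in a concentration series. The subsequent BugLite luminescent read reports ARE-luciferase activity.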
ATXN2 expr inh = ATXN2 expression inhibition; HEK-293 ATXN2-luciferase reporter, luminescence, 24 h; Potency, µM (doses to about 57 µM), for inactives: at the highest dose activity change, negative = inhibition, most hits filed as inhibitors; 0.72% of 360,000 active; further: potency means the concentration at half of the fitted maximal effect; on the % scale 0 is the no-effect control and ±100 the full control effect; nearly all actives have a fitted effect of over 55% in size
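qHTS (up to 57 uM final) was run with 24 h compound exposure of reporter cells at 37 °C. Each well was multiplexed: SteadyGlo luminescence measured ATXN2-luciferase expression after a fluorogenic Gly-Phe-AFC viability readout (25 uM final).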
Nrf2 activator = Nrf2 pathway activation; AREc32 ARE-luciferase reporter (MCF7-derived line), luminescence, 24 h; Potency, µM (doses to about 46.1 µM), for the others: at the highest dose activation, actives largely listed as activators; 0.31% of 410,000 active; AID 624171; further: potency means the concentration at half of the fitted maximal effect; % of control where 0% means no effect; nearly all actives have a fitted effect of over 65% in size
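Quantitative high-throughput format: AREc32 reporter cells, 1000 per well, received compound by pin transfer and were incubated 24 hr at 37 deg C, 5% CO2, before Steady-Glo luminescence detection.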
Nrf2 block = inhibitors of Nrf2 signaling; 2.1% of 360,000 active; Potency, µM (doses to about 46 µM), without a hit: at the highest dose activity change, negative = inhibition, most hits filed as inhibitors; AID 504444; A549 ARE-Fluc reporter, luciferase luminescence, 18-24 h; further: potency means the concentration at half of the fitted maximal effect; on the % scale 0 is the no-effect control and ±100 the full control effect; nearly all actives have a fitted effect of over 60% in size
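Concentration-response testing used A549 ARE_Fluc cells at 5000 cells/well. Following an 18-24 h compound incubation, viability was read by fluorescence (Ex 405/Em 525) and luciferase output by luminescence.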
* = called active by the depositor; [ ] = dose if it differs, or a comment. Unless noted, the call rests on the fitted dose curve; in most records, active means well fitted curve in the direction sought with a large enough effect; inconclusive means small, poorly fitted or top-dose-only effect, or another doubt; inactive means no such curve, though single readings can be large; an effect the other way counts as inactive or inconclusive. Rows were taken by chance, and some 4.3% of all compounds hit somewhere here.

Screening CC1=C(C(=O)N(C)C)CC(CC(=O)NCc2cccs2)C(=O)N1CCC1=CCCCC1 (stereo not given) returned HepG2 tox -11%, TGFb inhibitor 2%, EPAC2 ag 11%, ATXN viability inactive, IL-2 act -3.9, ATXN2 expr inh 14% and Nrf2 activator 0.4%.
`Cc1ccc(CCNC(=O)c2cc(Nc3ccc(C)c(C)c3)nc3ccccc23)cc1` gave HepG2 tox -37%, TGFb inhibitor -3%, ATXN viability inactive, A549 viability 10%, ATXN2 expr inh 1% and Nrf2 activator 3.4%.
For N#Cc1cnc(Nc2nc3ccccc3o2)nc1-c1ccccc1 the results were HepG2 tox -38%, TGFb inhibitor -14%, EPAC2 ag 0%, ATXN viability inactive, IL-2 act -1.2, A549 viability -4%, ATXN2 expr inh 1%, Nrf2 activator inconclusive and Nrf2 block 5%.
Cc1[nH]c2ccccc2c1SCC(=O)N1CCCc2ccccc21 was read as HepG2 tox -2%, TGFb inhibitor 1%, EPAC2 ag 8%, ATXN viability inactive, IL-2 act -1.7, A549 viability 7%, ATXN2 expr inh -11%, Nrf2 activator -0.2% and Nrf2 block -1%.
Screening COc1ccc(CNC(=O)Nc2cccc(Cl)c2)cc1 returned HepG2 tox 2%, TGFb inhibitor 0%, EPAC2 ag -1%, ATXN viability inactive, IL-2 act -1.8, A549 viability -1%, ATXN2 expr inh 4%, Nrf2 activator 0.3% and Nrf2 block 16%.
CCC(=O)Nc1c(-c2ccc(OC)cc2)c(=O)c2ccccc2n1C was read as HepG2 tox -4%, TGFb inhibitor 0%, EPAC2 ag -5%, ATXN viability inactive, IL-2 act -0.1, A549 viability 19%, ATXN2 expr inh 3%, Nrf2 activator 0.5% and Nrf2 block inconclusive.
For COc1cccc(CN(C)C(=O)c2ccc3c(=O)n4c(nc3c2)CCC4)c1 the results were HepG2 tox 4%, TGFb inhibitor 8%, EPAC2 ag 3%, ATXN viability inactive, IL-2 act 0.4, A549 viability -7%, ATXN2 expr inh 11%, Nrf2 activator 0.1% and Nrf2 block -22%.
Cc1ccccc1NC(=O)c1c(NC(=O)c2ccco2)sc2c1CCC(C(C)(C)C)C2 (stereo not given) was read as HepG2 tox -16%, TGFb inhibitor 7%, ATXN viability inactive, A549 viability 5%, ATXN2 expr inh 10%, Nrf2 activator -0.3% and Nrf2 block 16%.
For CCC(C)Nc1nc(N)c([N+](=O)[O-])c(N2CCCCCC2)n1 (stereo not given) the results were HepG2 tox -4%, TGFb inhibitor -27%, EPAC2 ag 18%, ATXN viability inactive, IL-2 act -5.1, A549 viability 7%, ATXN2 expr inh -27%, Nrf2 activator -0.4% and Nrf2 block inconclusive.
Screening CC1CCc2c(sc3nnn(Cc4ccccc4Cl)c(=O)c23)C1 (stereo not given) returned HepG2 tox -4%, TGFb inhibitor 1%, ATXN viability inactive, A549 viability 1%, ATXN2 expr inh 6%, Nrf2 activator -0.5% and Nrf2 block inconclusive.
Screening COc1ccc(S(=O)(=O)Nc2cc(-c3cn4cccc(C)c4n3)ccc2C)cc1C returned HepG2 tox -18%, TGFb inhibitor -36%, ATXN viability inactive, A549 viability -9%, ATXN2 expr inh 2%, Nrf2 activator 6.9% and Nrf2 block -18%.
COc1ccc(Cl)c2c1[nH]c1nc(SCc3ccccn3)nnc12 was read as HepG2 tox 5%, TGFb inhibitor inconclusive, EPAC2 ag -15%, ATXN viability inactive, IL-2 act -1.6, A549 viability -10%, ATXN2 expr inh 112%[activator], Nrf2 activator 23% and Nrf2 block 2%.
For COc1ccc(C(=O)CN2CC(C)SC2=Nc2ccc(Cl)cc2)cc1 (stereo not given) the results were HepG2 tox -12%, TGFb inhibitor -2%, EPAC2 ag 0%, ATXN viability inactive, IL-2 act -0.7, A549 viability -7%, ATXN2 expr inh -11%, Nrf2 activator 4.7% and Nrf2 block 4%.
Screening Cc1cc(C)n2nc(C(=O)OCC(=O)NCc3ccc(Cl)cc3)nc2n1 returned HepG2 tox 5%, TGFb inhibitor 16%, EPAC2 ag 8%, ATXN viability inactive, IL-2 act -0.3, A549 viability 1%, ATXN2 expr inh 3%, Nrf2 activator -0.1% and Nrf2 block 13%.
For Cc1ccc(C(=O)NCC(=O)NCC(c2cccs2)N2CCOCC2)cc1 (stereo not given) the results were HepG2 tox -1%, TGFb inhibitor -1%, EPAC2 ag 4%, ATXN viability inactive, IL-2 act 0.1, A549 viability 0%, ATXN2 expr inh -2%, Nrf2 activator 0.6% and Nrf2 block 11%.
`O=C(CNS(=O)(=O)c1cccc(F)c1)OCC(=O)N1CCCC1=O` gave HepG2 tox 1%, TGFb inhibitor 12%, EPAC2 ag 7%, ATXN viability inactive, IL-2 act 0.3, A549 viability -2%, ATXN2 expr inh 8%, Nrf2 activator -0.6% and Nrf2 block 4%.
Screening CCOC(=O)CSc1nnc(CNC(=O)c2cccs2)n1-c1cc(C)ccc1C returned HepG2 tox 0%, TGFb inhibitor -8%, EPAC2 ag -6%, ATXN viability inactive, IL-2 act -0.4, A549 viability 8%, ATXN2 expr inh 6% and Nrf2 activator 0.5%.
Screening COc1cc(/C=N/NC(N)=O)ccc1OCC(=O)Nc1cc(C)c(C)cc1Br returned HepG2 tox -4%, TGFb inhibitor 8%, EPAC2 ag -9%, ATXN viability inactive, IL-2 act 0.5, A549 viability 0%, ATXN2 expr inh 25%, Nrf2 activator 0.4% and Nrf2 block 0%.
Screening O=C(OCC(=O)N1CCc2ccccc21)c1ccccc1[N+](=O)[O-] returned HepG2 tox 2%, TGFb inhibitor 2%, EPAC2 ag -5%, ATXN viability inconclusive, IL-2 act 1.3, A549 viability 16%, ATXN2 expr inh 97%[activator], Nrf2 activator 2.1% and Nrf2 block inconclusive.
For CC(C)c1cccc(C(C)C)c1Nc1cn[nH]c1 the results were HepG2 tox -27%, TGFb inhibitor inconclusive, EPAC2 ag -3%, ATXN viability inactive, IL-2 act -0.4, ATXN2 expr inh inconclusive and Nrf2 activator 7.4%.
`CC(=O)Nc1ccc(S(=O)(=O)NC2=NCN(C)CN2)cc1` gave HepG2 tox 3%, TGFb inhibitor -1%, EPAC2 ag -8%, ATXN viability inactive, IL-2 act -1.3, A549 viability 2%, ATXN2 expr inh 1%, Nrf2 activator 0.5% and Nrf2 block 21%.
Screening O=C(NCCO)c1cccc(-c2cnc3c(Nc4cccc(OC(F)(F)C(F)F)c4)nccn23)c1 returned HepG2 tox -58%, TGFb inhibitor inconclusive, EPAC2 ag 0%, ATXN viability 32µM*, IL-2 act -0.3, ATXN2 expr inh inconclusive and Nrf2 activator -2.1%.
Screening COc1ccccc1N1C(=O)CCC1(C#N)c1ccc(Br)cc1 (stereo not given) returned HepG2 tox -3%, TGFb inhibitor -13%, EPAC2 ag -2%, ATXN viability inactive, IL-2 act -1.1, A549 viability -8%, ATXN2 expr inh -6%, Nrf2 activator 0.3% and Nrf2 block -7%.
`COc1ccc(-c2nc3c([nH]2)c(=O)n(C)c(=O)n3C)c(OC)c1` gave HepG2 tox -6%, TGFb inhibitor 18%, EPAC2 ag 9%, ATXN viability inactive, IL-2 act -0.5, A549 viability -3%, ATXN2 expr inh -1%, Nrf2 activator 2.4% and Nrf2 block 9%.
`O=S(=O)(c1cccs1)N1CN(Cc2ccc(F)cc2)c2nc3ccccc3nc21` gave HepG2 tox 1%, TGFb inhibitor -2%, EPAC2 ag 10%, ATXN viability inactive, IL-2 act -0.5, A549 viability -18%, ATXN2 expr inh -4%, Nrf2 activator -0.5% and Nrf2 block inconclusive.
For Cc1ccc(C)c(S(=O)(=O)N2CCC3(CC2)OCCO3)c1 the results were HepG2 tox -5%, TGFb inhibitor -21%, EPAC2 ag 7%, ATXN viability inactive, IL-2 act -4.2, A549 viability 9%, ATXN2 expr inh -15%, Nrf2 activator 0.1% and Nrf2 block 2%.
For Nc1nonc1-c1noc(CCCCCN2C(=O)c3ccccc3C2=O)n1 the results were HepG2 tox -16%, TGFb inhibitor 5%, EPAC2 ag -1%, ATXN viability inactive, IL-2 act -0.5, A549 viability 0%, ATXN2 expr inh 23%, Nrf2 activator 0.1% and Nrf2 block inconclusive.
O=C(CSc1nc2ccc([N+](=O)[O-])cc2s1)NC1CCS(=O)(=O)C1 (stereo not given) was read as HepG2 tox 1%, TGFb inhibitor 4%, EPAC2 ag 5%, ATXN viability inactive, IL-2 act -0.2, A549 viability 0%, ATXN2 expr inh 19%, Nrf2 activator 11% and Nrf2 block 10%.

Part of the list above in order of molecular weight, highest first:
Screening COc1cc(/C=N/NC(N)=O)ccc1OCC(=O)Nc1cc(C)c(C)cc1Br returned HepG2 tox -4%, TGFb inhibitor 8%, EPAC2 ag -9%, ATXN viability inactive, IL-2 act 0.5, A549 viability 0%, ATXN2 expr inh 25%, Nrf2 activator 0.4% and Nrf2 block 0%.
`O=C(CNS(=O)(=O)c1cccc(F)c1)OCC(=O)N1CCCC1=O` gave HepG2 tox 1%, TGFb inhibitor 12%, EPAC2 ag 7%, ATXN viability inactive, IL-2 act 0.3, A549 viability -2%, ATXN2 expr inh 8%, Nrf2 activator -0.6% and Nrf2 block 4%.
`COc1ccc(-c2nc3c([nH]2)c(=O)n(C)c(=O)n3C)c(OC)c1` gave HepG2 tox -6%, TGFb inhibitor 18%, EPAC2 ag 9%, ATXN viability inactive, IL-2 act -0.5, A549 viability -3%, ATXN2 expr inh -1%, Nrf2 activator 2.4% and Nrf2 block 9%.
